PTHR1 agonist: PTHR1 (human) receptor agonism; Q03431; HEK293 GP2 PTHR1 cells, GloSensor cAMP luminescence, 1 h; Potency, µM (highest dose often 115 µM), inactives show at the top dose activation, usual class: activators; 410,000 tested, 0.075% active; note: potency is the fitted concentration of half-maximal effect; nearly all actives have a fitted effect of over 55% in size; some results filed as inactive show a strong effect at the top dose; inactives centre near -15; many of its hits are not listed in these tables
Target sequence (Q03431 whole entry, looked up): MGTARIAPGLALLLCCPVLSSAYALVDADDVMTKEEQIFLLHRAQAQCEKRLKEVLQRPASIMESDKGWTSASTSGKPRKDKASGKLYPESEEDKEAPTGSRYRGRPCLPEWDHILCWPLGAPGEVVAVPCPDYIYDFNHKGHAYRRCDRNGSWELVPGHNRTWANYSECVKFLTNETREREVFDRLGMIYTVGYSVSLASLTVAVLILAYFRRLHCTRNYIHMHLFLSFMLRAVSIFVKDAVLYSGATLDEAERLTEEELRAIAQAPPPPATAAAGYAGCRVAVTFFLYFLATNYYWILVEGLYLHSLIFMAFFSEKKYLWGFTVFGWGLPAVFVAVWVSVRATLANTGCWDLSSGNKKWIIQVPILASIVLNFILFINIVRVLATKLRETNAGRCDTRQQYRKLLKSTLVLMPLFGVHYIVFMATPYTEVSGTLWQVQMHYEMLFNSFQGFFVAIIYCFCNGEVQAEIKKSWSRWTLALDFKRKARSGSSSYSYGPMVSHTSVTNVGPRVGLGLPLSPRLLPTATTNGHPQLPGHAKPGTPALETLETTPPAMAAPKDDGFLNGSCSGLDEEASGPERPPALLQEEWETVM
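HEK-293-derived GP2 cells expressing PTHR1 and a GloSensor cAMP reporter, 3,000/well, plated overnight, given luciferin plus IBMX (each 0.5 mM as added) for 1 h at 37 °C, then compound for 1 h at 37 °C. Luminescence was read after 15 min at room temperature.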
EPAC1 agonist: EPAC1 (human) agonism; O95398; EPAC1 agonist qHTS, biochemical assay; response scale: 100% = response to 6.5 mM cAMP; Potency, µM (top dose mostly 154 µM), without a hit: at the highest dose activation, actives largely listed as activators; 360,000 tested, 0.073% active; note: potency is the fitted concentration of half-maximal effect; nearly all actives have a fitted effect of over 60% in size
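Compounds were pinned as a concentration titration into mixtures of EPAC1 (100 nM), BODIPY-GDP-loaded Rap1B (250 nM) and GDP (50 uM). After 5 min at room temperature, fluorescence was followed for 30 min; activity was scaled to 6.5 mM cAMP.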
GLP-1R inv ag: acts as inverse agonist at human GLP-1 receptor | P43220 | HEK293 GLP-1R CRE-luciferase, luminescence, 24 h; GLP-1R form is constitutively active | Potency, µM (top dose mostly 38.3 µM), without a hit: top-dose activity change, negative = inhibition, usual class: inhibitors | 410,000 tested, 1.6% active | AID 624417; note: potency is the fitted concentration of half-maximal effect; % is set by controls: 0 for no effect and ±100 for the full control effect; nearly all actives have a fitted effect of over 55% in size
Target sequence (P43220 whole entry, looked up): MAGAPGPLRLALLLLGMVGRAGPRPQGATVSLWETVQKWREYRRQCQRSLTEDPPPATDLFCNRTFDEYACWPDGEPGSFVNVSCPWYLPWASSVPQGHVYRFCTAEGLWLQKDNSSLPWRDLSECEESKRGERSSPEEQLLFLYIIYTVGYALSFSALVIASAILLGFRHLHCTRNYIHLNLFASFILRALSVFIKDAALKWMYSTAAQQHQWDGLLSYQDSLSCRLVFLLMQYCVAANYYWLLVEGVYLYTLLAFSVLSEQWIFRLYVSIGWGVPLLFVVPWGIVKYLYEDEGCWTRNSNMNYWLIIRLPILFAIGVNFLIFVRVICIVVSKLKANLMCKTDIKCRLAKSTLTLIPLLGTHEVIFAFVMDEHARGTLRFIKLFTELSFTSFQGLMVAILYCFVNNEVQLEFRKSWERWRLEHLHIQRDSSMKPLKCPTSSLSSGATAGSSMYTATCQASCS
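HEK293 cells stably co-expressing constitutively active GLP-1R and a cAMP-responsive luciferase reporter were seeded in DMEM with 10% Nu serum, given compounds after 12 h, and incubated 24 h at 37 deg C. Luminescence was then read.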
PI5P4Ka inh: blocks human PI5P4K alpha kinase activity; PI5P4Kalpha enzyme, ADP-Glo luminescence, 60 min; active compounds read low; P48426; 330,000 tested, 1.2% active; max response, %; active = max response of -50% or lower; inconclusive = between -30% and -50%; inactive = -30% or higher; note: value at the top dose of about 77 µM; % is set by controls: 0 for no effect and ±100 for the full control effect
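Compounds were pin-transferred onto PI5P4Kalpha and substrate in HEPES pH 7.4 buffer with EGTA, CHAPS and 5% DMSO. ATP (5 microM final) started the reaction, which ran 60 minutes at room temperature before ADP-Glo detection.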
PLK1 PBD inh: PLK1 (human) polo-box domain binding inhibition; Potency, µM, for the others: max response, negative = inhibition, actives largely listed as inhibitors; 360,000 tested, 2.8% active; P53350; AID 720504; Plk1 PBD binding of FITC phosphopeptide, fluorescence polarization; note: potency is the fitted concentration of half-maximal effect; series mostly up to about 57 µM; % is set by controls: 0 for no effect and ±100 for the full control effect; nearly all actives have a fitted effect of over 65% in size
GLP-1R agonist: activates the human GLP-1 receptor. P43220. HEK293 GLP-1R CRE-luciferase, luminescence, 4-6 h; cells express a hypersensitive GLP-1R form. Potency, µM (highest dose often 45.6 µM), for inactives: top-dose activation, usual class: activators. 380,000 tested, 0.007% active; note: potency is the fitted concentration of half-maximal effect; % of control where 0% means no effect
IL2 activator: IL-2 activation | IL-2 activation reporter assay, cell-based qHTS; stimulated with anti-CD3/CD4/CD28 beads; in transgenic mouse T cells | activation, % (series mostly up to about 46 µM) | 360,000 tested, 0.065% active | AID 652025; in the data active = activation above about 50%; inconclusive = mostly about 30% to 49%; note: 0% is about no effect
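First, unstimulated transgenic mouse T cells were exposed to compound for 60 min. Next, anti-CD3/anti-CD4-coated beads with anti-CD28 were added. Finally, after 18 h at 37 degrees C, EGFP and DsRed were imaged.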
HEK293 tox: cytotoxicity in counter-screen for GLP-1R inverse agonists; HEK293 cAMP-luciferase reporter cells, luminescence, 24 h; 410,000 tested, 0.13% active; Potency, µM (doses to about 38.3 µM), for the others: at the top dose activity change, negative = inhibition, most hits filed as inhibitors;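 note: loss of luciferase light is scored as toxicity; potency is the fitted concentration of half-maximal effect; % is set by controls: 0 for no effect and ±100 for the full control effect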
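To flag toxic compounds, the library was rerun on cells for 24 hr at 37 deg C and 5% CO2. Viability-linked luminescence was captured 12 min after adding luciferase detection reagent.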
EPAC1 antag: blocks human EPAC1 exchange factor; O95398; EPAC1 GEF assay, Rap1b-BODIPY-GDP exchange fluorescence; Potency, µM (series often up to 115 µM), without a hit: at the top dose activity change, negative = inhibition, usual class: inhibitors; 360,000 tested, 0.14% active;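 note: potency is the fitted concentration of half-maximal effect; plate controls were vehicle for no effect and positive control for full effect; nearly all actives have a fitted effect of over 50% in size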
The depositor's hits bear a star; i = inactive; ? = inconclusive; / = not tested or not shown; & = joins results of further samples; [ ] = remark or other dose. Unless noted, calls come from the whole dose curve; as a rule, active = well fitted curve in the direction sought with a large enough effect; inconclusive = small, poorly fitted or top-dose-only effect, or another doubt; inactive = no such curve, though single readings can be large; an effect the other way counts as inactive or inconclusive. A portion of the library; count on the stated rates, not on these rows.

Below each SMILES – PTHR1 agonist	EPAC1 antag	GLP-1R inv ag	EPAC1 agonist	PI5P4Ka inh	GLP-1R agonist	IL2 activator	HEK293 tox	PLK1 PBD inh
CCc1nn(CCCC(=O)NCc2cc(Br)ccc2OC)c(=O)c2cc3occc3n12
→ -8%&-78%	-14%	-26%&12%	9%	2	12%	-4.1	-22%&-3%	-21%
O=[N+]([O-])c1ccc(NC(=S)NCC(c2cccnc2)N2CCOCC2)cc1 (stereo not given)
→ i	-14%	-22%	2%	0	6%	-1.6	-12%	-4%
O=C(C1CCCN(S(=O)(=O)c2ccc(Br)cc2)C1)N1CCN(Cc2ccccc2)CC1 (stereo not given)
→ -21%	-10%	?	13%	0	-2%	-4.1	2%	-5%
O=C(NC1(C(F)(F)F)C(=O)Nc2c1c(=O)[nH]c(=O)n2Cc1ccccc1)c1ccc(Cl)cc1Cl (stereo not given)
→ i	-7%	?	-1%	/	-4%	-1.7	6%	-28%
Cc1cccc(N2CCN(C(=O)c3cccs3)CC2)c1C
→ i	-14%	?	2%	0	0%	0.3	7%	6%
CC1(c2ccccc2)NC(=S)N2C1NC(=S)N2c1ccccc1 (stereo not given)
→ -3%	-3%	1%	4%	2	0%	0.0	5%	-29%
CCOc1ccc(CNc2nc3ccccc3n2CCN2CCOCC2)cc1
→ -1%[57.5 µM]	-4%	?	-3%	-2	3%	0.4	-22%	-5%
CCN(CC(=O)Nc1c(F)cccc1F)C(=O)c1ccc(COc2ccccc2)o1
→ -2%	9%	?	2%	-4	-3%	-0.1	14%	-9%
O=c1[nH][nH]c(-c2ccccc2)c1C=Nc1ccc(Cl)cc1
→ i	3%	0%	4%	-3	-1%	-3.2	4%	0%
O=C(Nc1cccc(C(F)(F)F)c1)c1cccnc1NCCc1ccccc1
→ -18%	-22%	3.5µM*	2%	33	-2%	0.6	?	0%
O=C1NCCCC1C(=O)Nc1ccccc1C(F)(F)F (stereo not given)
→ -5%[57.5 µM]	5%	-6%	11%	/	0%	-2.6	-14%	-5%
COc1ccc(-n2nc(C(=O)NCC(=O)NCCCN3CCOCC3)c3ccccc3c2=O)cc1
→ i	-10%	1%	1%	-3	13%	0.2	-14%	-16%
Cc1cc(F)ccc1NC(=O)CCS(=O)(=O)c1cc2c(cc1C)NC(=O)CO2
→ -39%[inhibitor]	/	6%	/	/	11%	/	3%	/
COc1cc(OC)cc(C(=O)Nc2ccccc2C(=O)N2CCCC2)c1
→ i	-13%	7%	-5%	-5	3%	-0.4	-1%	-6%
COc1cc(C(=S)N2CCOCC2)ccc1OC(=O)c1cc([N+](=O)[O-])cc([N+](=O)[O-])c1
→ i	-23%	26%	7%	4	10%	-0.2	12%	0%
CC1Oc2ccccc2C=C1C1/C(=C(/O)c2ccccc2)C(=O)C(=O)N1CCCN(C)C (stereo not given)
→ i	21%	10%	2%	-5	-2%	1.7	0%	-2%
CSc1ncccc1C(=O)OCc1cccc([N+](=O)[O-])c1
→ -32%[inhibitor]	11%	6%	-10%	3	?	-3.4	-15%	2%
CC1CCN(CC(=O)Nc2ccc(S(=O)(=O)N3CCCCC3)cc2)CC1
→ -31%[inhibitor]	-4%	?	0%	-1	-7%	0.5	13%	-14%
O=[N+]([O-])c1ccc(N/N=C/c2cccc(O)c2)cc1
→ i	-17%	?	2%	-6	5%	0.5	2%	3%
CC(=O)N(CC(=O)Nc1nn(-c2ccccc2)nc1C(N)=O)Cc1ccccc1
→ -4%	1%	0%	1%	/	2%	-1.4	-18%	-4%

(listing goes on)
Below each SMILES – PTHR1 agonist	EPAC1 antag	GLP-1R inv ag	EPAC1 agonist	PI5P4Ka inh	GLP-1R agonist	IL2 activator	HEK293 tox	PLK1 PBD inh
COC(=O)N1CCCCC1c1cc(C(=O)Nc2ccccc2Cl)no1 (stereo not given)
→ -2%	-13%	3%	-11%	1	19%	1.3	3%	-4%
O=C(Cn1cc([N+](=O)[O-])cn1)Nc1nc2ccccc2s1
→ i	0%	13%	3%	/	-4%	-2.2	1%	-8%
CCSc1nc2ccc(C)cc2cc1C#N
→ i	-12%	-9%[0.307 µM]	3%	1	-9%	0.7	10%[0.307 µM]	-1%
COC(=O)C1SCC2C(=O)N(Cc3ccc(Cl)c(Cl)c3)CC(=O)N21 (stereo not given)
→ 0%	0%	-16%	-15%	-12	-1%	-0.8	-1%	19µM*
CCCCc1[nH]c(=O)c(C#N)c2c1CSC(C)(C)C2
→ i	3%	20%	2%	/	-6%	-0.8	12%	-27%
O=C1[C@@H]2C(c3cccnc3)=NO[C@@H]2C(=O)N1c1ccc(Br)cc1
→ -19%	15%	26%	-4%	-19	-7%	1.1	11%	?
COc1ccc(CCC(C)NCc2ccc(Cl)c(Cl)c2)cc1 (stereo not given)
→ -4%	-12%	?	7%	-6	28%	-0.2	-9%	10%
Cc1ccc(S(=O)(=O)Nc2ccccc2OC(C(=O)OC(C)(C)C)C(=O)OC(C)(C)C)cc1
→ -23%	-4%	?	-11%	-9	/	-0.9	-3%	-3%
CC1CCCCN1Cc1c(O)ccc2c(=O)c(-c3ccccc3Cl)c(C(F)(F)F)oc12 (stereo not given)
→ i	/	?	/	/	13%	/	4%	/
O=C(O)c1csc(-n2nc(-c3ccccc3)cc2C(F)(F)F)n1
→ -53%[inhibitor]	12%	9%	0%	1	-3%	0.4	-2%	-14%
CC1(C)CC(=O)C=C(c2ccc3[nH]ccc3c2)C1
→ -53%	10%	13%	-18%	-8	6%	-4.0	4%	-1%
CS(=O)(=O)N1N=C(c2cccs2)CC1c1ccccc1O (stereo not given)
→ -18%	?	-14%	3%	-7	5%	0.2	0%	-15%
COc1cc(NS(=O)(=O)c2ccc(N/C=C(\C#N)c3nc4cc(Cl)ccc4o3)cc2)nc(OC)n1
→ i	-29%	3%	4%	?	-4%	2.3	-20%	?
O=C1N(Cc2ccccc2Cl)c2ccccc2C1(O)c1c[nH]c2ccccc12 (stereo not given)
→ i	/	?	/	/	-11%	/	-16%	/
O=C(Nc1ccccc1)N1N=CCC1c1ccccc1 (stereo not given)
→ i	-2%	-15%	5%	1	13%	0.3	6%	?
C/C=C/c1ccc2c(c1)O[C@H](CN(C)C(=O)NC1CCCC1)[C@H](C)CN([C@H](C)CO)S2(=O)=O
→ -25%	-17%	-12%	13%	2	2%	-2.7	14%	-24%
CCOC(=O)C1CCN(C(=O)Nc2ccc3c(c2)nc(C)n3C)CC1
→ i	-6%	0%	6%	/	0%	3.3	-6%	-7%
CCOC(=O)C(Oc1ccc2c(-c3ccccc3)cc(=O)oc2c1C)c1ccccc1 (stereo not given)
→ i	-20%	2%	-1%	15	0%	6.7	7%	4%
CCOc1cccc2sc(NN)nc12
→ i	-6%	-34%	2%	-18	0%	2.4	3%	?
Cc1ccc(S(=O)(=O)N2CCN(c3nc(-c4cccs4)nc4ccccc34)CC2)cc1
→ 7%	7%	/	-5%	/	4%	1.0	/	/

New compounds follow.
Below each SMILES – PTHR1 agonist	EPAC1 antag	GLP-1R inv ag	EPAC1 agonist	PI5P4Ka inh	GLP-1R agonist	IL2 activator	HEK293 tox	PLK1 PBD inh
Cc1ccc(C2SCCN2C(=O)c2ccc([N+](=O)[O-])cc2)cc1 (stereo not given)
→ -12%	-19%	?	8%	-1	0%	-0.5	-11%	-4%
CCN(C(=O)c1cccnc1)c1ccccc1
→ -32%	-9%	13%	6%	-4	7%	-0.6	28%	-7%
CC(=O)Nc1ccc(S(=O)(=O)NNC(=O)COc2cccc(C)c2)cc1
→ i	-12%	0%	5%	-27	1%	-0.5	7%	24µM*
COc1ccc(-c2ccc(CCC(=O)O)n2-c2ccccc2C(F)(F)F)cc1
→ -41%	/	?	/	/	-1%	/	-27%	/
CC(=O)c1c(C)[nH]c(C(=O)OCC(=O)Nc2cc(C(F)(F)F)ccc2N2CCOCC2)c1C
→ -20%[57.5 µM]	-19%	14%	0%	-4	-11%	-0.5	-21%	-1%
COc1ccc(CCNc2oc(-c3ccc(OC)c(OC)c3)nc2C#N)cc1
→ -9%	-15%	0%	19%	/	21%	-1.7	-7%	-1%
O=c1c2nccnc2[nH]c(=S)n1Cc1ccccc1
→ i	16%	10%	-8%	-8	0%	0.0	-6%	-18%
Cc1nc2ccccc2nc(C)c1=NOCc1cccc(F)c1
→ -33%[inhibitor]	-28%	0%[0.307 µM]	5%	14	8%	2.0	13%[0.307 µM]	-12%
CC(=O)NC(c1ccc(F)c(F)c1)c1nc(-c2cccs2)cs1 (stereo not given)
→ i	-2%	-7%	6%	2	3%	-0.7	4%	5%

Molecules from the list above that have an aryl methoxy group (8):
Below each SMILES – PTHR1 agonist	EPAC1 antag	GLP-1R inv ag	EPAC1 agonist	PI5P4Ka inh	GLP-1R agonist	IL2 activator	HEK293 tox	PLK1 PBD inh
CCc1nn(CCCC(=O)NCc2cc(Br)ccc2OC)c(=O)c2cc3occc3n12
→ -8%&-78%	-14%	-26%&12%	9%	2	12%	-4.1	-22%&-3%	-21%
COc1ccc(-n2nc(C(=O)NCC(=O)NCCCN3CCOCC3)c3ccccc3c2=O)cc1
→ i	-10%	1%	1%	-3	13%	0.2	-14%	-16%
COc1cc(OC)cc(C(=O)Nc2ccccc2C(=O)N2CCCC2)c1
→ i	-13%	7%	-5%	-5	3%	-0.4	-1%	-6%
COc1cc(C(=S)N2CCOCC2)ccc1OC(=O)c1cc([N+](=O)[O-])cc([N+](=O)[O-])c1
→ i	-23%	26%	7%	4	10%	-0.2	12%	0%
COc1ccc(CCC(C)NCc2ccc(Cl)c(Cl)c2)cc1 (stereo not given)
→ -4%	-12%	?	7%	-6	28%	-0.2	-9%	10%
COc1cc(NS(=O)(=O)c2ccc(N/C=C(\C#N)c3nc4cc(Cl)ccc4o3)cc2)nc(OC)n1
→ i	-29%	3%	4%	?	-4%	2.3	-20%	?
COc1ccc(-c2ccc(CCC(=O)O)n2-c2ccccc2C(F)(F)F)cc1
→ -41%	/	?	/	/	-1%	/	-27%	/
COc1ccc(CCNc2oc(-c3ccc(OC)c(OC)c3)nc2C#N)cc1
→ -9%	-15%	0%	19%	/	21%	-1.7	-7%	-1%

Compound activity (PubChem)
